# Bioassay records from PubChem.
# UGM FP inh – M. tuberculosis UGM enzyme inhibitors, primary screen, biochemical, fluorescence polarization, single point; UDP-galactopyranose mutase (Mycobacterium tuberculosis (strain ATCC 25618 / H37Rv)), …; purified UGM, fluorescence polarization probe displacement; inhibition, % at 10 µM; hit rate 0.06% among 320,000; in the data active means inhibition above about 10%, passing the limit was not always enough
# PriA SSB inh – inhibitors of Klebsiella pneumoniae PriA binding to SSB C-terminal tail, primary screen, biochemical, AlphaScreen; PriA–SSB C-terminal tail interaction (Klebsiella pneumoniae); AID 1272365, 2023; AlphaScreen SSBct-PriA binding, biotinylated peptide; hit rate 0.6% among 430,000; inhibition, % at 33 µM; in the data active means inhibition mostly above about 37%, no sharp cut-off; inactive means mostly below about 20%;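 further: plate controls were negative control peptide for no effect and reference peptide for full effect; strong numbers were not always called active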
# BioA inh – M. tuberculosis BioA enzyme inhibitors, primary screen, biochemical, plate reader, single point, HTS; hit rate 0.096% among 360,000; purified M. tuberculosis BioA enzyme; inhibition, % at 9.99 µM; AID 602481, 2012; 7,8-diaminopelargonic acid synthase BioA (Mycobacterium tuberculosis); in the data active means inhibition above about 40%
# FBA Mtb inh – Mtb FBA enzyme inhibitors, primary screen, biochemical, fluorescence, strain H37Rv; Fructose-bisphosphate aldolase (Mycobacterium tuberculosis (strain ATCC 25618 / H37Rv)), …; purified M. tuberculosis FBA, fluorescence read-out; inhibition, % at 1 µM; hit rate 2.3% among 360,000; in the data active means inhibition above about 27%;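 further: 0% = vehicle and 100% = reference inhibitor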
# VHR inh abs – VHR1 phosphatase inhibitors, primary screen, biochemical, absorbance, uHTS. Dual specificity protein phosphatase 3 (Homo sapiens), P51452. recombinant VHR phosphatase, pNPP absorbance. inhibition, % at 13.3 µM. hit rate 0.52% among 290,000. AID 1654, 2009; in the data active means inhibition above about 50%; further: some compounds called inactive have numbers as strong as hits
# Target sequence (P51452 whole entry, looked up): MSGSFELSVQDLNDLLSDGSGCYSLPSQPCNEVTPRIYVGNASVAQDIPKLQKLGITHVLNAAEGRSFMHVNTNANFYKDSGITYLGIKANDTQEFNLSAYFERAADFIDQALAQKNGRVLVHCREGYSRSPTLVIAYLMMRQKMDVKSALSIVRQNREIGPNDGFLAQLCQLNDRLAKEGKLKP
# MazEF act – activators of E. coli MazEF toxin-antitoxin RNase, primary screen, biochemical, fluorescence, uHTS; hit rate 0.32% among 350,000; Endoribonuclease toxin MazF (Escherichia coli (strain K12)), P0AE70; AID 504720, 2011; activation, % at 20 µM; FAM/BHQ RNA-DNA oligo cleavage fluorescence, 5 h; in the data active means activation above about 50%
# Target sequence (P0AE70 whole entry, looked up): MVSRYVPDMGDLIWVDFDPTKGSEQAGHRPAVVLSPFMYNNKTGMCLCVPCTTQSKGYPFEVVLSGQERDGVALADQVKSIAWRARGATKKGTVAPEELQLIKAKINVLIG
# GDH-TPI inh – GDH-TPI coupling enzyme inhibitors, primary screen, artefact control for M. tuberculosis FBA inhibitor project, biochemical, absorbance, full deck; GDH-TPI coupled enzyme counterscreen, NADH absorbance; inhibition, % at 4.8 µM; hit rate 1.2% among 360,000; in the data active means inhibition above about 30%;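 further: 0% = DMSO wells and 100% = wells lacking the enzyme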
# 3CLpro inhibitor – SARS-CoV 3CLpro protease inhibitors, primary screen, biochemical, quenched FRET; hit rate 0.14% among 290,000; recombinant SARS-CoV 3CLpro, quenched FRET peptide cleavage; Replicase polyprotein 1ab (Severe acute respiratory syndrome coronavirus), P0C6X7; inhibition, % at 6 µM; in the data active means inhibition above about 12%
# Rv3671c inh – Rv3671c serine protease inhibitors, primary screen, biochemical, fluorescence polarization, M. tuberculosis H37Rv; P9WHR9; inhibition, % at 5.96 µM; hit rate 0.048% among 320,000; in the data active means inhibition above about 38%;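 further: extracellular domain of Rv3671c used as enzyme; 0% = enzyme with DMSO and 100% = no enzyme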
# Target sequence (P9WHR9 whole entry, looked up, the tested form may be a part): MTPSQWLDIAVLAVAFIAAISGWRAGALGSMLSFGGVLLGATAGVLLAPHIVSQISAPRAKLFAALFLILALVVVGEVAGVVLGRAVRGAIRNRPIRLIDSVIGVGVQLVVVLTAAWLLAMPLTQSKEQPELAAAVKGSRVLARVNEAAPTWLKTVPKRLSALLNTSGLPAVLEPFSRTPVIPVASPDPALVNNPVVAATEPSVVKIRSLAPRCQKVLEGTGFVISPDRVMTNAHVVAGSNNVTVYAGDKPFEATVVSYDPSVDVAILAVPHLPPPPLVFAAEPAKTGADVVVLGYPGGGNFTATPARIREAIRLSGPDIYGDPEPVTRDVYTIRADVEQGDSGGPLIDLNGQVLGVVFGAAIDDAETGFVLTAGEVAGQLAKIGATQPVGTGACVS
# Vc quorum ag – inducers of Vibrio cholerae quorum light production without autoinducers, primary screen, BH1578 luxS cqsA deficient, single point; activation, % at 18.7 µM; hit rate 0.16% among 350,000; V. cholerae BH1578 lux reporter, luminescence, 6 h; in the data active means activation mostly above about 9.7%, no sharp cut-off; further: not every result past the cut was called active; inactives centre near 0; reference of the scale not given here
# An asterisk follows results filed as active; i = inactive; / = no result given; & = joins results of further samples. Only part of the results is shown; the hit share may differ from the screen's.
canonical_smiles	UGM FP inh	PriA SSB inh	BioA inh	FBA Mtb inh	VHR inh abs	MazEF act	GDH-TPI inh	3CLpro inhibitor	Rv3671c inh	Vc quorum ag
CCc1cccc(NC(=O)C2CCCN2S(=O)(=O)c2ccc3c(c2)n(C)c(=O)c(=O)n3C)c1 (centres undefined)	-1.4	-6	-0.9	0	21	-11	-5	1	-12	-0.7
O=C(N1CCCC1)C12CC3CC(CC(C3)C1)C2	3.2	0	0.7	3	18	1	9	-1	0	-4.2
CCCCn1c(N)c(N(C(=O)CSc2nnnn2-c2ccc(C)cc2)C2CCCC2)c(=O)[nH]c1=O	/	-8	-0.2	3	/	4	0	/	/	i
CCC1=C(OC(=O)N(CC)CC)N2C(=O)OC(=NCC3CC3)[C@]2(C)[C@H]2C1=CC[C@H]1C(=O)N(CC(=O)OC)C(=O)[C@H]12	0.6	-8	-0.1	3	19	-1	9	/	3	2.2
O=C(CN1C(=O)C2CC=CCC2C1=O)Nc1nc2ccccc2s1 (centres undefined)	0.7	6	-0.8	-4	18	8	-6	3	-6	-0.7
COc1ccc(C(=O)c2oc3nc(C)cc(C)c3c2N)cc1	-3.6	-1	1.1	-1	22	1	9	-3	-7	5.9
CCCCc1c(C)c(C#N)c2nc3ccccc3n2c1NCCN(C)C	/	-5	0.5	7	21	4	4	1	/	-0.6
Cc1ccc(S(=O)(=O)Nc2ccccc2CNc2c(C)n(C)n(-c3ccccc3)c2=O)cc1	0.5	9	/	1	23	3	22	2	11	i
O=C(O)CCCCCn1c(SCC(=O)c2ccc(O)c(O)c2)nc2ccsc2c1=O	1.7	-13	/	0	-20	5	16	-2	9	-0.4
COc1ccc(NC(=O)COC(=O)CCC2CCCCC2)cc1	-2.1	-17	-0.8	1	/	-3	2	/	0	i
O=C(C1=C[C@@H](C2CC2)C[C@@H](OCc2ccc(CO)cc2)O1)N1CCOCC1	-1.9	-13	-0.1&-5.5	1	26	4	6	6	1	-0.4
Cc1ccc(OCc2n[nH]c(=S)n2-c2ccc(Cl)cc2)cc1	0.0	-8	-0.5	1	27	-2	-6	7	4	i
Cc1ccc(S(=O)(=O)NC2CCOC(C)(C)C2)cc1 (centres undefined)	-0.8	-14	-0.6	5	10	-7	4	-2	-2	8.4
O=C(O)COc1ccc(/C=C/C(=O)c2ccc3ccccc3c2)cc1	2.4	6	1.7	2	-8	7	18	4	-10	i
CCn1ncc(CNC(=O)CCCSc2nc(-c3ccco3)cc(C(F)(F)F)n2)c1C	-2.5	-10	/	-2	4	-1	17	-2	0	-0.2
N#Cc1ccsc1NC(=O)CCc1ccccc1	-0.1	-2	/	0	30	5	-2	1	-1	-0.4

# Next section, overlapping the part above by three compounds.
canonical_smiles	UGM FP inh	PriA SSB inh	BioA inh	FBA Mtb inh	VHR inh abs	MazEF act	GDH-TPI inh	3CLpro inhibitor	Rv3671c inh	Vc quorum ag
O=C(O)COc1ccc(/C=C/C(=O)c2ccc3ccccc3c2)cc1	2.4	6	1.7	2	-8	7	18	4	-10	i
CCn1ncc(CNC(=O)CCCSc2nc(-c3ccco3)cc(C(F)(F)F)n2)c1C	-2.5	-10	/	-2	4	-1	17	-2	0	-0.2
N#Cc1ccsc1NC(=O)CCc1ccccc1	-0.1	-2	/	0	30	5	-2	1	-1	-0.4
NC(=O)C1CCN(C(=O)c2cc(S(=O)(=O)N3CCOCC3)ccc2Cl)CC1	-1.1	-3	0.8	5	-10	7	6	-5	-2	-0.2
COC(=O)c1c(C)[nH]c(C(=O)C(C)[N+]23CCN(CC2)CC3)c1C (centres undefined)	-0.5	-7	/	2	6	0	2	4	-5	i
COc1ccc(CCNCc2cccn2C)cc1OC	-1.0	15	-1.4	2	25	7	-1	-4	-3	-1.1
COCc1cc(C)nc2oc(C(=O)c3ccccc3)c(N)c12	1.5	-37&-11	/	1	26	-6	12	5	2	3.6
O=C(CNC(=O)N1CC(=O)Nc2ccccc21)Nc1cccc(F)c1	0.2	0	2.6	0	-4	0	2	0	-1	0.9
Cc1ccc(NS(=O)(=O)c2ccc(C(=O)NCC(c3ccco3)N3CCCCC3)cc2)cc1 (centres undefined)	-2.3	8	/	1	/	-1	-4	/	-9	-2.6
COc1cccc(CNn2cnnc2)c1OCc1ccccc1F	1.2	-21	-1.4	-2	22	-13	5	-3	3	i
CCCCNc1nc(-c2ccccc2)nc(-n2ccnc2)n1	2.0	-7	/	-4	0	7	-1	-4	1	-2.9
CCOC(=O)N1CCN(C(=O)c2cnc(Nc3ccccc3OC)c3ccccc23)CC1	1.1	-7	-1.2	1	21	-2	17	-5	0	-0.3
CCCN1CCN(CCCNC(=O)c2ccccc2NC(=O)C2=C(C)OCCS2)CC1	2.8	-4	0.3	6	43	-21	12	5	-2	i
CC1=NN(c2ccc(C(=O)O)cc2)C(=O)/C1=C\c1ccc(OC(=O)c2cccs2)cc1	1.5	-9	/	-3	5	15	10	-1	-195	-0.4
Cc1nn(C)c(C)c1CNC(=O)c1cnn2c1NC(c1ccccc1)CC2C(F)(F)F (centres undefined)	-0.9	-6	15	1	24	0	7	1	-2	i
Cc1ccc(CNC(=O)c2ccc3c(=O)[nH]c4c(C(=O)NCC5CCCO5)sc(=S)n4c3c2)cc1 (centres undefined)	0.0	-7	2.3	-6	8	0	-11	-2	18	0.2
CC(/C=N/NC(=O)CSc1n[nH]c(=O)[nH]c1=O)=C\c1ccccc1	0.8	/	/	1	-7	-4	6	-4	0	i
O=C(CN1CSCC1=O)N1CCN(S(=O)(=O)c2ccc(Cl)cc2)CC1	-0.8	-11	-1.7	4	/	0	5	/	2	-0.6
CS(=O)(=O)N(CC(=O)N1CCCCCC1)c1ccc(Br)cc1	-0.3	-16	1.2	1	3	0	-3	-2	0	i

# Look-ups from above:
# GDH-TPI inh with CC(/C=N/NC(=O)CSc1n[nH]c(=O)[nH]c1=O)=C\c1ccccc1 : 6
# Rv3671c inh with CC1=NN(c2ccc(C(=O)O)cc2)C(=O)/C1=C\c1ccc(OC(=O)c2cccs2)cc1 : -195
# Rv3671c inh with CCOC(=O)N1CCN(C(=O)c2cnc(Nc3ccccc3OC)c3ccccc23)CC1 : 0

# Remaining list, next part
canonical_smiles	UGM FP inh	PriA SSB inh	BioA inh	FBA Mtb inh	VHR inh abs	MazEF act	GDH-TPI inh	3CLpro inhibitor	Rv3671c inh	Vc quorum ag
O=C(Cc1ccccc1)NN1C(=O)C2C3C=CC([C@@H]2C1=O)C31CC1 (some centres undefined)	-0.4	-20	/	10	16	2	2	1	8	-0.3
Cc1cc(C(F)(F)F)nc(-n2cc(-c3ccccc3)nn2)n1	1.3	-1	3.0	0	35	1	4	-1	4	i
COc1cc(/C=C/C(=O)OCC(=O)NCc2cccs2)ccc1OCC#N	-2.5	1	/	9	8	1	10	-1	1	-0.3
CCCCN(CCCC)C(=O)c1sc2nc(N3CCOCC3)c3c(c2c1N)CCCC3	1.7	-2	0.5	2	17	-2	8	1	-2	-0.6
Cc1ccc2oc(-c3cccc(NC(=O)Cn4cnc5c(=O)n(C)c(=O)n(C)c54)c3)nc2c1	0.0	/	/	/	19	/	/	-3	-10	/
O=C(OCC(=O)N1CCc2ccccc21)c1ccc[n+]([O-])c1	2.3	-6	1.0	-11	6	0	-3	-1	-5	i
CCOC(=O)c1c(C)n(C)c2ccc(OC)c(NC(=O)CN3CCSCC3)c12	-1.3	6	1.4	1	7	-1	-6	-1	6	2.9
COc1ccc(COc2ccc(S(=O)(=O)N3CCCC3)cc2C(N)=O)cc1F	0.1	-24	-0.5	0	33	-1	-6	2	5	-3.8
COc1ccc(N(C(=O)c2ccco2)C(C(=O)NC2CCCCC2)c2cccs2)cc1OC (centres undefined)	-0.2	-3	/	1	40	2	-10	-1	-5	0.0
Cc1nnc(N/N=C/c2ccccn2)[nH]c1=O	1.5	/	-1.1	1	29	6	13	0	-4	-0.1
CCOc1ccccc1NC(C)C(=O)Nc1cc(C(F)(F)F)ccc1N1CCOCC1 (centres undefined)	-0.3	0	/	0	21	2	7	5	1	i
